# Screening results: PubChem, Sanford-Burnham Center for Chemical Genomics
# Gli-Sufu antag: blocks Gli-Sufu signaling in a luciferase reporter; Sufu-KO-LIGHT fibroblasts, Gli luciferase reporter luminescence; inhibition, % at 5 µM; 340,000 tested, 0.74% active;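 active = inhibition above about 55%, limit read from the data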;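 note: 0% = DMSO-treated cells and 100% = wells with medium but no cells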
# EBI2 antag: EBI2 (human) antagonism; inhibition, % at 5 µM; EBI2 beta-arrestin recruitment, luminescence, 7a,25-OHC stimulated; AID 651636; 360,000 tested, 0.81% active; in the data active = inhibition above about 38%;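 note: enzyme fragment complementation signal reports receptor beta-arrestin coupling in cells; 0% = agonist plus DMSO wells and 100% = wells without agonist; some results beyond the cut were filed as inactive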
# ATG4B inhibitor: inhibitors of human ATG4B cysteine protease; Q9Y4P1; ATG4B cleavage of LC3-PLA2, NBD-HPC fluorescence, 1 h; inhibition, % at 8.33 µM; 340,000 tested, 0.51% active; AID 504462; in the data active = inhibition above about 40%
# Target sequence (Q9Y4P1 whole entry, looked up): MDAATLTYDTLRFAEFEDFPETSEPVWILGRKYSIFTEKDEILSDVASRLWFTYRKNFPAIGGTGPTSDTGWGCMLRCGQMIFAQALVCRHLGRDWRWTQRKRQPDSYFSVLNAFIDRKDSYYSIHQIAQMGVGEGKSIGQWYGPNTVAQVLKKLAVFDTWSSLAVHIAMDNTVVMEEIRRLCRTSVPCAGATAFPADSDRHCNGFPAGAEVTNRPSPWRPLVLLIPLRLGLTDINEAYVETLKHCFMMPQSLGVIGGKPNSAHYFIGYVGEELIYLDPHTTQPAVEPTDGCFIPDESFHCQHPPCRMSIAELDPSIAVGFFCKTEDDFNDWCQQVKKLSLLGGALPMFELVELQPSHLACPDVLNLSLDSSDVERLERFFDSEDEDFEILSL
# CCR6 antagonist: antagonists of human CCR6 receptor; CHO-K1 CCR6 PathHunter beta-arrestin, luminescence, CCL20-stimulated; 340,000 tested, 0.49% active; inhibition, % at 20 µM;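 active = compounds whose inhibition of the agonist-driven luminescence signal at 20 µM reaches about 50%, limit read from the data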;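 note: cells stimulated with CCL20 at 14 nM final; plate controls were DMSO with CCL20 for no effect and DMSO without agonist for full effect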
# CXCR6 block: blocks human CXCR6 beta-arrestin recruitment. 360,000 tested, 0.36% active. CHO-K1 PathHunter CXCR6 beta-arrestin, luminescence. AID 602244. inhibition, % at 20 µM; in the data active = inhibition above about 34%, passing the limit was not always enough;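 note: antagonist mode with CXCL16 agonist at 10 nM final; 0% = 10 nM CXCL16 with DMSO and 100% = unstimulated wells without agonist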
# Target sequence (O00574 whole entry, looked up): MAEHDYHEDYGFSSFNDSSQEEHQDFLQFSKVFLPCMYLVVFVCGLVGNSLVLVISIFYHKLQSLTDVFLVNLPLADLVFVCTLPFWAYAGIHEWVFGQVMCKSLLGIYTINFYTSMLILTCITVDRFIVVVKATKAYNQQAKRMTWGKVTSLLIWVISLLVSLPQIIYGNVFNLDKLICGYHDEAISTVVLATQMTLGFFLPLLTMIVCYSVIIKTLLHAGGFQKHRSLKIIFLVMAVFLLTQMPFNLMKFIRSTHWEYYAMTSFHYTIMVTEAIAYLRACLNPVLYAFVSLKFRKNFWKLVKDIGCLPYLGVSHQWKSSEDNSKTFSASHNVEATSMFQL
# APJ ag: APJ receptor agonism. CHO-K1 APJ PathHunter beta-arrestin, luminescence; 0% DMSO wells, 100% apelin. AID 2520. 330,000 tested, 0.11% active. activation, % at 20 µM;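 active = activation more than six SD over the plate average, tested at 20 µM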;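 note: 0% = DMSO alone and 100% = apelin-13 at 10 nM; some results filed as inactive read as strong as hits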
# Target sequence (P35414 whole entry, looked up): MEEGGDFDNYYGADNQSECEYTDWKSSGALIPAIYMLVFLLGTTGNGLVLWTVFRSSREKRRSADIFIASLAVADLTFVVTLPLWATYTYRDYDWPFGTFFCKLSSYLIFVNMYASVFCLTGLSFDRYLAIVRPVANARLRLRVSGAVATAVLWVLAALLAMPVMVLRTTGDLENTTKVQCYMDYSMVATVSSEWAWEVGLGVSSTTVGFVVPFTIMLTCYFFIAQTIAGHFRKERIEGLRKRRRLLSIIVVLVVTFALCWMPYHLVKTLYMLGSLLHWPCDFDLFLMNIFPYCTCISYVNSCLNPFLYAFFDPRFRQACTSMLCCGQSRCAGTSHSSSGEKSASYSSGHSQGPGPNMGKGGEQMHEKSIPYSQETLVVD
#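 Assay system: CHO-K1 APJ beta-arrestin complementation cell line / Compound: single test compound dose, 20 µM final, 1% DMSO / Times: overnight seeding, 90 min compound at 25 °C, 1 h detection / Technique: beta-gal luminescence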
# UBC13 polyUb: inhibitors of human UBC13 polyubiquitin chain formation | 330,000 tested, 0.47% active | P61088 | TR-FRET | AID 485273 | inhibition, % at 20 µM; in the data active = inhibition above about 45%, passing the limit was not always enough
# APJ antag: APJ receptor antagonism; P35414; CHO-K1 APJ beta-arrestin complementation, luminescence; inhibition, % at 20 µM; 330,000 tested, 0.32% active; AID 2521;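 active = inhibition above about 40% at 20 µM, limit read from the data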;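 note: cells challenged with 10 nM apelin-13 agonist together with compound; plate controls were apelin-13 plus DMSO wells for no effect and DMSO wells lacking apelin-13 for full effect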
# * marks the source's active call; other numbers are inactive results; . = no result given; & = joins results of further samples.
1. CC(=O)NC(NC(=S)Nc1ccc(C)cc1C)C(Cl)(Cl)Cl (centres undefined)
2. O=[N+]([O-])c1ccc(S(=O)Cc2ccccc2)c([N+](=O)[O-])c1 (centres undefined)
3. COC(=O)c1c(O)ccc(Oc2ccccc2)c1C(=O)OC
4. CCOC(=O)C1CCCN(CCC(=O)Nc2c(C(=O)OC)[nH]c3cc(OC)ccc23)C1 (centres undefined)
5. CN(CC(=O)Nc1ccc(Cl)c(C(F)(F)F)c1)C(=O)CCNC(=O)c1ccco1
6. O=c1c2ccccc2oc2ccc(NCCCn3ccnc3)cc12
entry no.,1,2,3,4,5,6
Gli-Sufu antag,-6,25,-20,10,0,-37
EBI2 antag,-1,7,2,-9,-1,-13
ATG4B inhibitor,-3,3,4,-1,3,-11
CCR6 antagonist,6,102*,17,-4,8,4
CXCR6 block,-7,92*,2,1,1,-15
APJ ag,-2,.,-1,-1,-4,1
UBC13 polyUb,-4,.,14,-8,4,-10
APJ antag,4,.,15,-12,-20,7

# 5 compounds from above, ordered by their value in UBC13 polyUb, highest first.
no.	Compound	UBC13 polyUb
3	COC(=O)c1c(O)ccc(Oc2ccccc2)c1C(=O)OC	14
5	CN(CC(=O)Nc1ccc(Cl)c(C(F)(F)F)c1)C(=O)CCNC(=O)c1ccco1	4
1	CC(=O)NC(NC(=S)Nc1ccc(C)cc1C)C(Cl)(Cl)Cl (centres undefined)	-4
4	CCOC(=O)C1CCCN(CCC(=O)Nc2c(C(=O)OC)[nH]c3cc(OC)ccc23)C1 (centres undefined)	-8
6	O=c1c2ccccc2oc2ccc(NCCCn3ccnc3)cc12	-10

# Single records, from the list above. Screens in order: Gli-Sufu antag | EBI2 antag | ATG4B inhibitor | CCR6 antagonist | CXCR6 block | APJ ag | UBC13 polyUb | APJ antag
# O=[N+]([O-])c1ccc(S(=O)Cc2ccccc2)c([N+](=O)[O-])c1 (centres undefined) is listed as 25 | 7 | 3 | 102* | 92* | . | . | .
# O=c1c2ccccc2oc2ccc(NCCCn3ccnc3)cc12 is listed as -37 | -13 | -11 | 4 | -15 | 1 | -10 | 7
# CC(=O)NC(NC(=S)Nc1ccc(C)cc1C)C(Cl)(Cl)Cl (centres undefined) is listed as -6 | -1 | -3 | 6 | -7 | -2 | -4 | 4
# CN(CC(=O)Nc1ccc(Cl)c(C(F)(F)F)c1)C(=O)CCNC(=O)c1ccco1 is listed as 0 | -1 | 3 | 8 | 1 | -4 | 4 | -20

# (continued)
7. COc1ccc(/C=N/OCC(=O)Nc2nc3ccccc3s2)cc1
8. CCn1cc(C2=NOC(C(=O)Nc3cc(OC)c(Cl)cc3OC)C2)c(C)n1 (centres undefined)
9. CCOc1ccccc1N1CCN(C(=O)[C@@H]2CCCN2C2=NS(=O)(=O)c3ccccc32)CC1
10. CCOC(=O)[C@@H]1[C@H]2COc3ccc(Br)cc3[C@H]2N2C(=O)N(c3ccc(C)cc3)C(=O)[C@]12C
11. CC(C)N(C)C1CCN(C(=O)Nc2ccc(Cl)cc2)CC1
12. Cc1ccc(C(=O)Nc2ccc3c(c2)C(=O)N(C)C3=O)c(C)c1
entry no.,7,8,9,10,11,12
Gli-Sufu antag,0,1,5,2,9,-6
EBI2 antag,-7,6,-9,12,-26,10
ATG4B inhibitor,2,0,-57,-14,-3,9
CCR6 antagonist,10,6,7,12,-14,11
CXCR6 block,1,3,2,3,0,1
APJ ag,1,-2,-1,4,-4,-4
UBC13 polyUb,11,9,0,-4,-8,11
APJ antag,5,-3,-52,15,-6,4

13. Cc1cccc(CS(=O)(=O)Cc2ccc(C(=O)NCCc3ccccc3)o2)c1
14. O=C(/C=C/c1ccc(Cl)c([N+](=O)[O-])c1)Nc1ccc(N2CCCC2)c(Cl)c1
15. Cc1ccc(NC(=O)CN2C(=O)NC(Cc3ccccc3)C2=O)cc1Cl (centres undefined)
16. CCN(CC(=O)Nc1ccc(NC(C)=O)cc1)C(=O)c1ccc(N2CCCC2)c([N+](=O)[O-])c1
17. CCOc1ccc(NC(=O)N2CCC(NC(=O)C(Cc3ccccc3OC)NC(C)=O)CC2)cc1 (centres undefined)
18. O=c1c2ccsc2ncn1Cc1ccc(Cl)cc1
entry no.,13,14,15,16,17,18
Gli-Sufu antag,.,13,1,-9,-6,2
EBI2 antag,32,30,8,10,-6,-12
ATG4B inhibitor,-7,-3,-3,-1,1,-5
CCR6 antagonist,12,12,6,24,15,6
CXCR6 block,-1,8,4,14,7,4
APJ ag,-3,2,1,-7,1,3
UBC13 polyUb,1,-13,8,-26,-12,12
APJ antag,-9,6,-13,21,-36,-1

19. Cc1ccc(/C=C(\C#N)C(=O)Nc2ccccn2)o1
20. Cc1cc(O)c2c(CN3CCN(Cc4ccccc4)CC3)cc(=O)oc2c1
21. Cc1nn(C)cc1C(C)NC(=O)c1cc(COc2c(F)cccc2F)on1 (centres undefined)
22. CCOC(=O)c1cc(CC)sc1NC(=O)CCC(=O)O
23. CCOc1ccccc1-n1nnnc1SCC(=O)NC(=O)NCc1ccco1
24. NS(=O)(=O)c1ccc(CCNC(=O)c2ccccc2-c2ccccc2)cc1
entry no.,19,20,21,22,23,24
Gli-Sufu antag,-66,5,-13,3,-3,-10
EBI2 antag,-7,10,-7,-9,-2,5
ATG4B inhibitor,-7,-9,17,15,4,-2
CCR6 antagonist,6,7,-1,3,6,-12
CXCR6 block,8,-1,2,-2,-5,0
APJ ag,-1,-3,1,-1,4,4
UBC13 polyUb,15,2,4,-3,10,5
APJ antag,5,5,7,13,2,-20

25. O=C(c1[nH]ncc1[N+](=O)[O-])N1CCOCC1
26. CN(C)CCNC(=O)c1csc(Nc2cccc3ccccc23)n1
27. CCn1c(SCc2cccnc2)nc2c1c(=O)n(C)c(=O)n2C
28. CSc1nsc(SC)c1NC(=O)OC1CCCCC1
29. O=C(NNC(=S)NC(=O)c1ccccc1)c1ccc(O)cc1
30. Cc1ccc(NC(=O)C(C)OC(=O)CCC2CCCCC2)cc1 (centres undefined)
entry no.,25,26,27,28,29,30
Gli-Sufu antag,-1,2,4,4,4,3
EBI2 antag,-13,-5,5,3,7,-14
ATG4B inhibitor,4,2,-5,1,1,11
CCR6 antagonist,10,15,7,1,36,12
CXCR6 block,2,-19,5,-1,20,3
APJ ag,2,6,-2,13,-7,0
UBC13 polyUb,0,13,0,2,6,0
APJ antag,13,0,9,15,18,0

31. O=C(O)CSc1nccc2ccccc12
32. Cc1cc(S(=O)(=O)NCC(c2ccc(F)cc2)N2CCN(C)CC2)ccc1F (centres undefined)
33. COc1ccc2[nH]c3c(=O)n(CCCCC(=O)N4CCC(C(N)=O)CC4)c(=S)[nH]c3c2c1
34. CC(C)Cc1nc(N2CCN(C(=O)C(C)C)CC2)c(C#N)c2c1CCC2
35. CCCCNC(=O)c1cc(S(=O)(=O)N2CCCCC2)oc1C
36. CCC(C)NC(=O)c1ccccc1NC(=O)CN(c1ccc(OC)cc1)S(C)(=O)=O (centres undefined)
entry no.,31,32,33,34,35,36
Gli-Sufu antag,0,14,1,11,9,-1
EBI2 antag,-3,0,-1,5,7,-1
ATG4B inhibitor,2,-6,7,-5,-1,-5
CCR6 antagonist,-1,7,-8,29,-2,0
CXCR6 block,8,-4,3,4,-11,3
APJ ag,0,-3,7,-4,6,-3
UBC13 polyUb,0,7,-24,17,22,8
APJ antag,-2,8,-12,8,-23,-6

37. Cc1ccc(S(=O)(=O)Cn2nnnc2CN2CCN(C(=O)c3ccco3)CC2)cc1
38. COc1cc(C(=O)CCN2CCC(c3ccccc3)C2)cc(OC)c1OC (centres undefined)
39. CC(=O)c1oc2ccccc2c1NC(=O)CN1CCCCC1
40. CCN(CC)CCn1c2ccccc2c2n[nH]c(=S)nc21
41. CNC(=O)c1cc(OCC(F)(F)F)ccc1OCC(F)(F)F
42. Clc1ccc(Cn2cc(/C=N/n3cnnc3)c3ccccc32)c(Cl)c1
entry no.,37,38,39,40,41,42
Gli-Sufu antag,-5,-6,-4,20,-10,2
EBI2 antag,-7,-7,-1,6,-1,-1
ATG4B inhibitor,-6,-1,5,-4,5,4
CCR6 antagonist,-5,-1,5,20,9,-2
CXCR6 block,6,9,-5,5,-12,-24
APJ ag,-2,-1,-3,-3,-2,1
UBC13 polyUb,5,1,-4,-14,-4,4
APJ antag,3,-4,17,7,12,-22

43. COc1ccc([N+](=O)[O-])cc1NC(=O)CC1SC(=Nc2cccc(C)c2C)N(/N=C/c2cccc(OC)c2OC)C1=O (centres undefined)
44. CC12CCC(=O)N1C(C(=O)NCc1ccc(Cl)cc1Cl)CS2 (centres undefined)
45. c1ccc2c(NCC3CCCO3)nc(N3CCCCC3)nc2c1 (centres undefined)
46. O=S(=O)(c1ccccc1)c1cnn2c(C(F)(F)F)cc(-c3ccccc3)nc12
47. COc1ccc(OC)c(NC(=O)Cn2nc(C)c3ccccc3c2=O)c1
48. COC(=O)[C@@]12CCCCN1[C@H](c1ccc(-c3ccc(F)cc3)c(OC)c1)[C@@H]1C(=O)N(C)C(=O)[C@@H]12
entry no.,43,44,45,46,47,48
Gli-Sufu antag,-5&1,-3,17,7,-4,3
EBI2 antag,15&8,3,-4,-32,-1,11
ATG4B inhibitor,-2&-4,5,-2,1,3,-14
CCR6 antagonist,12&7,7,16,-22,16,20
CXCR6 block,6&4,9,2,-14,0,4
APJ ag,-4,6,-4,13,-2,-2
UBC13 polyUb,-6,-6,26,12,-4,-5
APJ antag,-12,2,6,-32,-14,-7

49. CCCCn1c(N)c(N(CCOC)C(=O)COc2c(C)cccc2C)c(=O)[nH]c1=O
50. CC(C)c1ccc2[nH]c3c(c2c1)CCCC3=O
51. Cc1cc(NCCO)c2cc(O)ccc2n1
52. CC(C)NC(=O)C(=O)NNC(=O)CCc1ccccc1
53. Cc1cccn2c(=O)c3cc(C#N)c(=NC(=O)c4cccs4)n(CCCOC(C)C)c3nc12
54. CN1CCN(C(=S)NC(=O)c2ccc(-c3ccccc3)cc2)CC1
entry no.,49,50,51,52,53,54
Gli-Sufu antag,-26,-11,1,9,5,-8
EBI2 antag,-5,2,-12,-1,-5,3
ATG4B inhibitor,-1,-1,-2,-10,-6,-2
CCR6 antagonist,9,9,4,2,13,22
CXCR6 block,7,-11,-5,8,15,16
APJ ag,13,-2,-4,-2,-1,-4
UBC13 polyUb,-4,4,12,-4,-7,-4
APJ antag,-43,-7,-4,-11,30,16

55. CC1CCCCN1S(=O)(=O)c1ccc(N(C(=O)c2cnccn2)C(C(=O)NC2CCCCC2)c2cccs2)cc1 (centres undefined)
56. Nc1ncnc2c1nc(Br)n2[C@@H]1O[C@@H]2COP(=O)(O)O[C@H]2[C@H]1O
57. O=C(NC(=S)N1CCCCC1CO)c1cccs1 (centres undefined)
58. CN(C)S(=O)(=O)c1ccc(NC(=O)C2COc3ccccc3O2)cc1 (centres undefined)
59. CS(=O)(=O)N(CC(=O)N1CCN(c2ccccc2F)CC1)c1ccc2c(c1)OCCO2
60. Cc1ccc(-c2c(C(=O)N/N=C/c3cccc(Cl)c3)nnn2-c2nonc2N)cc1
entry no.,55,56,57,58,59,60
Gli-Sufu antag,2,0,9,-5,5,3
EBI2 antag,4,-6,-5,3,3,17
ATG4B inhibitor,-5,6,1,-3,7,-13
CCR6 antagonist,8,11,2,4,4,18
CXCR6 block,10,-7,3,-1,-5,9
APJ ag,-2,0,1,-2,-4,-8
UBC13 polyUb,-2,-5,-3,2,-6,-1
APJ antag,6,1,15,-34,13,53*

61. CCCOc1cccc(C(=O)NCCNC(=O)c2ccc(C)nc2)c1
62. COCCNC(=O)CSc1ccc(Cl)cc1
63. CCC1CCCCN1CCCNC(=O)c1cn(C)c2ccc(S(=O)(=O)N(C)C3CCCCC3)cc2c1=O (centres undefined)
64. COc1ccc(NC(=O)c2ccc(C)cc2)c(OC)c1
65. CCCOc1ccc(N2C(=O)CC(SC(=NCC)Nc3cccc(F)c3)C2=O)cc1 (centres undefined)
entry no.,61,62,63,64,65
Gli-Sufu antag,5,-5,26,-56,0
EBI2 antag,-2,-1,-4,-1,4
ATG4B inhibitor,-9,2,-1,3,-4
CCR6 antagonist,-2,12,8,-28,11
CXCR6 block,-8,0,8,-11,6
APJ ag,-2,-1,-5,6,11
UBC13 polyUb,0,-12,-1,-4,1
APJ antag,-7,-10,17,-14,-6
